Compound activity: PubChem BioAssay, The Scripps Research Institute Molecular Screening Center
OXTR ag: activates the human oxytocin receptor. P30559. CHO-OTR cells, Fluo-8 calcium fluorescence; normalized: DMSO 0%, oxytocin 100%. activation, % at 3 µM. 0.32% of 320,000 active;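 active means activation above the mean of all tested compounds plus 3 SD, cutoff set per screening run, cut at about 20% in these data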;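 further: peak over basal fluorescence ratio from a 100 s FLIPR kinetic read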
Target sequence (P30559 whole entry, looked up): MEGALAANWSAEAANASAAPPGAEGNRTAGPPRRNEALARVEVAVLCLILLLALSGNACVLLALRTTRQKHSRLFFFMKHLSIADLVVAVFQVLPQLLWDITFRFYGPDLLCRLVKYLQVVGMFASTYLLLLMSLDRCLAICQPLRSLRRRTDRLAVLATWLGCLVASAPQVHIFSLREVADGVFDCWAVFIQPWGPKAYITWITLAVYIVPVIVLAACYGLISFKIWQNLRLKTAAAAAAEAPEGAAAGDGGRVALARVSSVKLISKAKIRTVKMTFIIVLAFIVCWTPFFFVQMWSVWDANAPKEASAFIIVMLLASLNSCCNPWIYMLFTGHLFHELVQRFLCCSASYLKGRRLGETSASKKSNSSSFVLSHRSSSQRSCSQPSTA
CHO-K1 Ca antag: nonselective inhibitor or artifact in parental CHO-K1 cells. ATP-induced calcium, Fluo-8 fluorescence. 0.6% of 360,000 active. inhibition, % at 3 µM;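 active means inhibition above a per-plate cutoff, the plate's mean sample inhibition plus 3 SD, cut at about 24% in these data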;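 further: 0% = DMSO plus EC80 ATP and 100% = DMSO alone without ATP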
GPR7 antagonist: human neuropeptides B/W receptor 1 antagonism; P48145; GPR7-expressing cells, fluorescence antagonist assay; inhibition, % at 4.4 µM; 1.1% of 290,000 active; in the data active means inhibition above about 16%, passing the limit was not always enough;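 further: cells stimulated with the agonist NPW; 0% = agonist with vehicle and 100% = vehicle without agonist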
Target sequence (P48145 whole entry, looked up): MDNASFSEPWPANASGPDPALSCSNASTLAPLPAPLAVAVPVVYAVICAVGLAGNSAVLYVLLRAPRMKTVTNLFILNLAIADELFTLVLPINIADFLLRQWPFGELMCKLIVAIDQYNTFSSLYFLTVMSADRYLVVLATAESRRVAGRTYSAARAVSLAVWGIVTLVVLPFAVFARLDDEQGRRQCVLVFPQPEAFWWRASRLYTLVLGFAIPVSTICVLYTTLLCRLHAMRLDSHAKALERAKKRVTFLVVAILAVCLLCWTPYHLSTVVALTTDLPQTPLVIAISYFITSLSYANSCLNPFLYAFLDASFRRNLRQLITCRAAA
V1R ag counter: activates human V1a receptor in oxytocin agonist counter-screen. P37288. CHO-V1R cells, Fluo-8 calcium fluorescence, agonist mode; 0% DMSO, 100% 3 nM vasopressin. activation, % at 3 µM. 0.25% of 320,000 active. AID 2797;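 active means activation above the mean activation of all tested compounds plus 3 SD, per screening run, cut at about 20% in these data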;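 further: signal is peak over basal fluorescence ratio across a 100 second FLIPR read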
CHO-K1 Ca PAM: nonselective activator or artifact in parental CHO-K1 calcium assay; ATP EC20, Fluo-8 calcium fluorescence; 0% at ATP EC20, 100% at ATP max; activation, % at 3 µM; 0.02% of 360,000 active; AID 602247;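 active means activation above the run cutoff, the mean activation of all test compounds plus 3 SD, cut at about 40% in these data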;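 further: peak over basal fluorescence ratio in a 140 s read after ATP addition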
CHO-K1 Ca ag: counter-screen for M1 agonists: effect in parental CHO-K1 cells; activation, % at 3 µM; 0.48% of 360,000 active; Fluo-8 calcium fluorescence; scaled to maximal ATP response, vehicle zero; AID 602248; in the data active means activation above about 15%;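 further: untransfected CHO-K1 host cells lacking M1 receptor as counterscreen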
OXTR potentiate: potentiators of human oxytocin receptor. P30559. CHO-OTR cells, Fluo-8 calcium fluorescence, potentiator mode; 0% = oxytocin EC15, 100% = EC100. 0.061% of 320,000 active. activation, % at 3 µM;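 active means activation above that plate's cutoff, the mean activation of tested compounds plus 3 SD, cut at about 6.6% in these data, passing the limit was not always enough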;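 further: 100% uses oxytocin at 75 nM as the full agonist control; some results filed as inactive read as strong as hits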
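Material: CHO-OTR cells, human receptor; compound dosing: single dose, 3.0 µM nominal final compound concentration; schedule: 6 min compound pre-incubation at room temperature, 100 s kinetic read; measured by: kinetic Fluo-8 calcium fluorescence; read-out basis: % activation vs EC15 and EC100 oxytocin; controls: EC15 oxytocin alone as 0%, 75 nM oxytocin as 100%; replicates: singlicate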
TAAR1 antag: antagonists of human TAAR1. Q96RJ0. CHO RD-HGA16 TAAR1, Fluo-8 calcium fluorescence, antagonist. inhibition, % at 3 µM. 1.5% of 360,000 active. AID 624466;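 active means inhibition above a per-plate cutoff, the mean inhibition of test compounds on that plate plus 3 SD, cut at about 49% in these data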;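 further: 0% = DMSO plus EC80 beta-PEA response and 100% = DMSO alone without agonist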
Target sequence (Q96RJ0 whole entry, looked up): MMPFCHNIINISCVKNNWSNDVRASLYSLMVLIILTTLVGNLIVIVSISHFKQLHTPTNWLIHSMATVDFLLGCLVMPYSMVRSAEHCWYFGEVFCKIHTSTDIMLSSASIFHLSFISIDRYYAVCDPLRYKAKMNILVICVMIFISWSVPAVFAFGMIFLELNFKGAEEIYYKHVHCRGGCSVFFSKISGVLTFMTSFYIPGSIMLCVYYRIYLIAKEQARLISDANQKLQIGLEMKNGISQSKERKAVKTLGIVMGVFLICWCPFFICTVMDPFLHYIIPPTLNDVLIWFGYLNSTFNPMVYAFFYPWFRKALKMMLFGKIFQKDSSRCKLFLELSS
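Test system – hTAAR1-expressing CHO RD-HGA16 cells, Gα16-coupled · Also added – β-PEA at EC80 concentration, post-compound challenge · Compound – 3 µM, single point · Incubation – dye loading 75 min at 37 °C, then 30 min room temperature · Measured by – Fluo-8 intracellular calcium dye fluorescence, real-time kinetic reads · Benchmarks – vehicle and agonist controls · Replicates – singlicate, one well per test compound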
CHO parental Ca: counter-screen: ATP calcium response change in parental CHO cells; parental CHO-K1, ATP-induced calcium, Fluo-8 fluorescence; inhibition, % at 5.6 µM; 0.63% of 330,000 active; AID 463079;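 active means inhibition above that plate's mean sample inhibition plus 3 SD, cut at about 26% in these data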;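 further: 0% = ATP-challenged DMSO wells and 100% = DMSO wells without ATP; some compounds past the cut are filed as inactive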
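material = parental CHO cells | also added = ATP as calcium-mobilizing challenge | dosing = single point at 5.6 µM | detection = intracellular calcium via Fluo-8 no-wash fluorescent dye | read-out = % inhibition | benchmarks = low control ATP plus DMSO, high control DMSO only | repeats = one well per compound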
Active calls of the source: *; . = no result given. Rows were taken by chance. About 3.5% of those tested had a hit in this group.

Start of the listing, in advance (six entries):
SMILES | OXTR ag | CHO-K1 Ca antag | GPR7 antagonist | V1R ag counter | CHO-K1 Ca PAM | CHO-K1 Ca ag | OXTR potentiate | TAAR1 antag | CHO parental Ca
CC1CCN(C(=O)COC(=O)/C=C/c2ccc(Br)o2)CC1 | -1.5 | -10 | . | -0.7 | 1 | -0.8 | -4 | -23 | -4
CCCCCCN1C[C@@H](n2cc(C3CC3)nn2)[C@H](O)C[C@@H]1c1ccccc1 | . | -8 | . | . | -2 | 1.0 | . | -2 | .
CCn1c(SCc2ccc([N+](=O)[O-])cc2)nnc1C(C)NC(=O)c1ccc(C)cc1 (stereo not drawn) | -2.0 | -15 | 1 | -1.6 | 30 | 0.6 | -3 | -18 | -27
CCCCn1cc2c(c1-c1cccc(C)c1)c(=O)n(C)c(=O)n2C | -3.1 | -13 | -5 | -2.1 | 20 | -0.1 | 4 | -25 | -17
CCC(C)NC(=O)CCn1ccc2cc(S(=O)(=O)N3CCCC3)ccc21 (stereo not drawn) | -0.7 | -14 | -12 | -0.3 | 16 | 0.8 | -5 | -16 | 5
C[C@@H]1CN([C@H](C)CO)S(=O)(=O)c2ccc(Br)cc2O[C@H]1CN(C)C(=O)Nc1ccc(F)cc1 | . | -7 | . | . | -7 | 1.8 | . | 22 | .

Results, repeating the preview:
SMILES | OXTR ag | CHO-K1 Ca antag | GPR7 antagonist | V1R ag counter | CHO-K1 Ca PAM | CHO-K1 Ca ag | OXTR potentiate | TAAR1 antag | CHO parental Ca
CC1CCN(C(=O)COC(=O)/C=C/c2ccc(Br)o2)CC1 | -1.5 | -10 | . | -0.7 | 1 | -0.8 | -4 | -23 | -4
CCCCCCN1C[C@@H](n2cc(C3CC3)nn2)[C@H](O)C[C@@H]1c1ccccc1 | . | -8 | . | . | -2 | 1.0 | . | -2 | .
CCn1c(SCc2ccc([N+](=O)[O-])cc2)nnc1C(C)NC(=O)c1ccc(C)cc1 (stereo not drawn) | -2.0 | -15 | 1 | -1.6 | 30 | 0.6 | -3 | -18 | -27
CCCCn1cc2c(c1-c1cccc(C)c1)c(=O)n(C)c(=O)n2C | -3.1 | -13 | -5 | -2.1 | 20 | -0.1 | 4 | -25 | -17
CCC(C)NC(=O)CCn1ccc2cc(S(=O)(=O)N3CCCC3)ccc21 (stereo not drawn) | -0.7 | -14 | -12 | -0.3 | 16 | 0.8 | -5 | -16 | 5
C[C@@H]1CN([C@H](C)CO)S(=O)(=O)c2ccc(Br)cc2O[C@H]1CN(C)C(=O)Nc1ccc(F)cc1 | . | -7 | . | . | -7 | 1.8 | . | 22 | .
COc1cc(/C=C2/C(=O)N(c3cccc(Br)c3)N=C2C)cc(OC)c1O | 8.6 | -8 | -2 | 3.9 | -4 | 2.8 | -1 | 0 | 7
CC(C)(O)C#Cc1ccc(CNC[C@H]2O[C@@H](n3cnc4c(N)ncnc43)[C@H](O)[C@@H]2O)s1 | . | -1 | . | . | 7 | 0.6 | . | -3 | -7
CNC(=O)c1ccc(-c2cc3onc(-c4ccccc4)c3c(=O)n2C)cc1 | 12 | -25 | . | 10 | 17 | 7.0 | -7 | 18 | -8
CC(C)(C)OC(=O)C[C@@H]1C/C=C\C[C@@H](CC(=O)N(CCO)Cc2ccccc2)C(=O)NC[C@H](c2ccccc2)OC1=O | -0.6 | 0 | . | 1.4 | -1 | 7.2 | -9 | 63* | -16
Cc1cc(C(=O)N2C(C)CCCC2C)no1 (stereo not drawn) | 1.6 | -6 | -12 | 0.1 | 9 | -0.1 | -1 | -9 | 3
COc1ccc(N(CC(=O)NCCSCc2ccco2)S(=O)(=O)c2ccccc2)cc1OC | -0.4 | -5 | 3 | 0.6 | 10 | 2.2 | -5 | 12 | -28

Looked up above.
OXTR ag with `CC(C)(C)OC(=O)C[C@@H]1C/C=C\C[C@@H](CC(=O)N(CCO)Cc2ccccc2)C(=O)NC[C@H](c2ccccc2)OC1=O` : -0.6
OXTR potentiate with `CCn1c(SCc2ccc([N+](=O)[O-])cc2)nnc1C(C)NC(=O)c1ccc(C)cc1` (stereo not drawn) : -3

Remaining list, next part.
SMILES | OXTR ag | CHO-K1 Ca antag | GPR7 antagonist | V1R ag counter | CHO-K1 Ca PAM | CHO-K1 Ca ag | OXTR potentiate | TAAR1 antag | CHO parental Ca
Cc1ccc(C)c(NC(=O)CCC(=O)NNC(=O)c2cccs2)c1 | -1.0 | -1 | -5 | 0.5 | 15 | 0.4 | -1 | -15 | -5
O=c1c2ccccc2oc2cc(OCc3ccc(F)cc3)cc(O)c12 | . | -7 | -6 | . | 3 | 0.7 | . | -11 | .
Cc1ccc(NS(=O)(=O)c2ccc(C(=O)NCc3ccncc3)cc2)cc1 | 11 | 5 | . | 13 | 6 | 15* | -18 | 32 | -2
Cc1ccc(S(=O)(=O)N2CCCC2CNC(=O)C(=O)NCc2cccs2)cc1 (stereo not drawn) | -1.3 | 5 | . | -1.2 | 17 | 0.9 | -1 | -13 | -16
CCc1ccc(OCC(=O)N/N=C(\C)c2ccc(-n3ccnc3)cc2)cc1 | 1.1 | 10 | -3 | 0.0 | -4 | 0.0 | 2 | -17 | -7
C=CC[C@@H](CC(=O)N[C@H](CO)Cc1ccccc1)C(=O)N[C@@H](C)COC(=O)[C@@H](CC=C)Cc1ccc(F)cc1 | 5.7 | -8 | . | 7.1 | 3 | 0.3 | -8 | 32 | 5
O=c1cc(-c2ccccc2)nc2c(Cl)cc(Cl)cn12 | . | -9 | . | . | 19 | 0.4 | . | 3 | .
CC(NC(=O)CCNS(=O)(=O)c1ccccc1)c1ccccc1 (stereo not drawn) | -0.2 | 8 | 14 | 2.0 | -18 | 0.3 | -3 | -8 | 0
COc1ccc(/C=N/NC(=O)c2cccc3ccccc23)c(OC)c1OC | -1.8 | -6 | . | -0.5 | 8 | 3.7 | -4 | -12 | -22
COc1ccccc1N1CCN(C(=O)c2cc(C(C)(C)C)oc2C)CC1 | -3.1 | -6 | -6 | 3.8 | -2 | 2.7 | -9 | 12 | -30
CCCSc1nnc(NC(=O)c2sc3nc(-c4cccs4)ccc3c2N)s1 | 2.4 | 3 | 3 | 0.2 | 20 | -0.3 | -6 | -6 | -11
CSc1ccc(CN2CCC(Cc3ccccc3)CC2)cc1 | 0.7 | -7 | -7 | 2.5 | 24 | 2.4 | -8 | -9 | -22
O=C(/C=C/c1ccc2c(c1)OCO2)NCCSCc1ccc(Cl)cc1 | -1.0 | -5 | 5 | 0.8 | 2 | 0.8 | -12 | 24 | -1
[2H]c1c([2H])c([2H])c(-c2nc(N3CCCCCC3)sc2C(=O)c2ccccc2)c([2H])c1[2H] | -1.5 | -15 | 4 | -0.3 | 17 | 0.5 | -15 | 62* | -11
Cc1ccc(-c2csc(SCC(=O)c3c(N)n(C4CC4)c(=O)[nH]c3=O)n2)cc1 | . | 11 | . | . | -16 | -0.1 | . | 2 | .
CN(C)CCCN(C(=O)c1ccc(S(=O)(=O)N2CCc3ccccc3C2)cc1)c1nc2ccc(F)cc2s1 | 16 | 8 | 46* | 7.3 | 18 | 3.3 | -15 | 50* | -12
CC1(NS(=O)(=O)c2ccc(Cl)s2)CCS(=O)(=O)C1 (stereo not drawn) | 0.2 | -12 | . | 0.4 | 9 | 0.8 | -5 | -1 | 0
COc1cccc(C#Cc2ccc3c(c2)O[C@H](CN(C)S(=O)(=O)c2ccccc2F)[C@H](C)CN([C@H](C)CO)S3(=O)=O)c1 | . | 15 | . | . | -12 | 0.7 | . | -7 | .
COc1ccc(N2CCN(CC(=O)Nc3nc4c(s3)CC(C)CC4)CC2)cc1 (stereo not drawn) | -1.8 | -6 | -3 | 0.8 | -4 | 0.4 | -7 | 11 | -24
COc1ccc(C(CNC(=O)C(CC(C)C)NS(=O)(=O)c2ccc(C)cc2)N2CCOCC2)cc1 (stereo not drawn) | -1.4 | -12 | . | -1.4 | 6 | 1.2 | -3 | 4 | -27
CCOCCCNc1c(CC)c(C)c(C#N)c2nc3ccccc3n12 | -1.9 | -10 | -17 | -1.8 | 19 | 0.0 | -8 | -30 | -22
Cc1cc(C)nc(SCC(=O)N/N=C\C(Br)=C\c2ccccc2)n1 | 9.4 | -4 | 7 | 6.9 | 16 | 0.5 | -17 | 14 | 0
O=C(CCc1nc2ccccc2c(=O)[nH]1)NCc1ccccn1 | 0.5 | -1 | -14 | 0.5 | 8 | 0.0 | -4 | -7 | 11
CC(=O)NNC(=O)c1nc(-c2ccccc2)c(C)o1 | -0.4 | -8 | -8 | -0.4 | 10 | 1.2 | 2 | 1 | -6
O=[N+]([O-])c1cnc(Sc2ccncn2)s1 | -0.8 | 3 | 4 | 0.3 | 1 | 5.3 | -5 | -20 | 24
COc1ccc(-c2cc(C3CCN(Cc4cccc(C(F)(F)F)c4)CC3)[nH]n2)cc1 | 4.0 | -7 | -20 | 3.8 | 22 | 3.0 | -14 | -26 | -29
Cc1nc2nc(CCc3ccccc3)nn2c(C)c1Cl | -1.6 | -21 | 8 | -1.2 | 11 | 0.3 | -8 | 19 | -9
CCc1c(C2(O)CCCCC2)[nH]c2ncccc12 | -1.2 | -13 | . | -1.0 | -8 | -0.6 | 0 | 16 | -13
CC[n+]1c(/C=C(/C)SC)sc2ccccc21 | -0.3 | -20 | 6 | 0.0 | 29 | 1.2 | -5 | -8 | -17
C/C(=N\Nc1nc(-c2cc(C)ccc2C)cs1)c1cc2c(ccc3ccccc32)oc1=O | 0.3 | -4 | -2 | 0.1 | 6 | -0.1 | -5 | -3 | -3
COCc1nnc(NC(=O)COc2ccc3c(c2)OCO3)s1 | 0.8 | 3 | -6 | 0.3 | 8 | -0.7 | 2 | -6 | -10
Cc1cccc(C)c1-n1nnnc1C1(C)CCC(=O)N1Cc1ccco1 (stereo not drawn) | . | -17 | . | . | 15 | 1.1 | . | 4 | .
CCOC(=O)C1CCN(C(=O)c2sc3nc(-c4ccc(F)cc4)cn3c2C)CC1 | 0.0 | 1 | -6 | 5.6 | 9 | 1.9 | -16 | -1 | -10
COc1cccc(NC(=O)C2CCCN2C(=O)Nc2ccccc2F)c1 (stereo not drawn) | 0.2 | -17 | -1 | -0.3 | -3 | 0.2 | 2 | 10 | -11
COc1ccc(S(=O)(=O)Nc2ccc(C(F)(F)F)cc2)cc1OC | 4.5 | 15 | 7 | 5.0 | -7 | 0.3 | -21 | 9 | -9
C=CCn1c(SCC(=O)N(CCC)C2CCS(=O)(=O)C2)nnc1-c1ccccc1OC (stereo not drawn) | 0.9 | -2 | . | 0.3 | 2 | 2.5 | 2 | -10 | -11
COc1cccc(-n2nc(C(C)=O)c(=O)[nH]c2=O)c1 | -0.4 | -1 | -3 | 0.8 | 13 | -0.1 | -3 | -5 | 1
Nc1ncnc(Nc2ccc(F)c(Cl)c2)n1 | -1.3 | -14 | -18 | -0.5 | 15 | 0.9 | 2 | -36 | -15
